Bioassay records as filed in PubChem.
GAA glycogen mod – alters human alpha-glucosidase cleavage of glycogen. recombinant GAA, glycogen substrate, Amplex Red glucose oxidase fluorescence. Potency, µM (top dose mostly 76.4 µM), without a hit: at the top dose activity change, negative = inhibition, most hits filed as inhibitors. hit rate 0.38% among 300,000;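 also: 0% = full enzyme reaction and -100% = no-enzyme basal signal; the screen sought inhibitors and activators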
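Recombinant human enzyme (4 nM); glycogen substrate; 37 C, 40 min, pH 5.0. Readout: coupled glucose oxidase/Amplex Red fluorescence.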
SMN2 splice up – enhancers of SMN2 splice variant expression; HEK293 SMN2-luciferase splicing reporter, luminescence, 30-36 h; Potency, µM (highest dose often 46.1 µM), without a hit: top-dose activity change, positive = activation, actives largely listed as activators; hit rate 2.8% among 210,000; AID 1458; also: % of control where 0% means no effect; nearly all actives have a fitted effect of over 55% in size
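HEK293 cells carry an SMN2 […]–luciferase reporter in which exon 7 inclusion puts luciferase in frame. Cells were plated 10-12 h before compound addition, then incubated 30-36 h at 37C. ONE-Glo luminescence was read; sodium butyrate at 4.5 mM final served as control.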
ALDH1A1 block – blocks purified human ALDH1A1 activity. Potency, µM (titrated, usually from 75.3 µM), without a hit: top-dose activity, negative = inhibition, hits mostly inhibitors. Purified ALDH1A1, NADH fluorescence, propionaldehyde substrate. hit rate 7.3% among 220,000. AID 1030; active = well fitted inhibition curve with a large enough effect, not every such curve was filed as active; inconclusive = small, poorly fitted or top-dose-only effect, or another doubt; inactive = no such curve, though single readings can be large or run the other way;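 also: plate controls were no enzyme wells and a reference inhibitor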
GLA spleen mod – inhibits or activates alpha-galactosidase in human spleen homogenate; Potency, µM (highest dose often 80 µM), for the others: at the highest dose activity change, negative = inhibition, actives largely listed as inhibitors; AID 2107; human spleen homogenate, 4MU-alpha-Gal fluorescence, 40 min; P06280; hit rate 0.008% among 240,000;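 also: 0% = enzyme with vehicle and -100% = no enzyme basal signal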
Target sequence (P06280 32-429 limits assumed): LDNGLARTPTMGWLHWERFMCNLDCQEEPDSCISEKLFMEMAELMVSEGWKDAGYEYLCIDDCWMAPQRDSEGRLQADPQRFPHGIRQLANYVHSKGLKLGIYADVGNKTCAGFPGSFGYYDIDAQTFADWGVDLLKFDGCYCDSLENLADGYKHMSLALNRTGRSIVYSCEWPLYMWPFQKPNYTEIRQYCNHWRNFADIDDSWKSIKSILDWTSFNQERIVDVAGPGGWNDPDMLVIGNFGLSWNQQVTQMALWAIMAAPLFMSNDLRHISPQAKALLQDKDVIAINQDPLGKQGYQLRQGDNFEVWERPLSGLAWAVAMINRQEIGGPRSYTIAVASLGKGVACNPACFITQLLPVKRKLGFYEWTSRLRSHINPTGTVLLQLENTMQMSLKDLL
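Inhibition or activation of alpha-galactosidase in human spleen homogenate is scored by 4-MU fluorescence after 40 min at 37C, pH 5.0, with 1 mM substrate. AC50s come from concentration-response fitted to the Hill equation.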
aGlu spleen mod – lysosomal alpha-glucosidase (human) modulation; human spleen homogenate, 4-MU-alpha-glucoside fluorescence; Potency, µM (titrated, usually from 79.9 µM), without a hit: at the highest dose activity change, negative = inhibition, most hits filed as inhibitors; hit rate 0.006% among 240,000;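 also: 0% = enzyme with vehicle and -100% = no enzyme basal signal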
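Enzyme source: human spleen homogenate, 1 ug/well. Buffer 50 mM citric acid/K phosphate pH 5.0, 0.01% Tween-20. 4-MU-alpha-glucoside 1 mM; 37 C x 40 min; NaOH/glycine stop; fluorescence.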
RGS12 GoLoco inh – blocks human Gai1 binding to RGS12 GoLoco peptide, red readout; Potency, µM (top dose mostly 61.6 µM), without a hit: at the highest dose activity, negative = inhibition, hits mostly inhibitors; P63096; hit rate 0.44% among 230,000; Gai1:RGS12 GoLoco peptide FP, rhodamine, 10 min; active = well fitted inhibition curve with a large enough effect, not every such curve was filed as active; inactive = no such curve, though single readings can be large or run the other way; also: % is scaled to controls: 0 for no effect and ±100 for the full control effect; nearly all actives have a fitted effect of over 30% in size; many of its hits are not listed in these tables
Target sequence (P63096 whole entry, looked up): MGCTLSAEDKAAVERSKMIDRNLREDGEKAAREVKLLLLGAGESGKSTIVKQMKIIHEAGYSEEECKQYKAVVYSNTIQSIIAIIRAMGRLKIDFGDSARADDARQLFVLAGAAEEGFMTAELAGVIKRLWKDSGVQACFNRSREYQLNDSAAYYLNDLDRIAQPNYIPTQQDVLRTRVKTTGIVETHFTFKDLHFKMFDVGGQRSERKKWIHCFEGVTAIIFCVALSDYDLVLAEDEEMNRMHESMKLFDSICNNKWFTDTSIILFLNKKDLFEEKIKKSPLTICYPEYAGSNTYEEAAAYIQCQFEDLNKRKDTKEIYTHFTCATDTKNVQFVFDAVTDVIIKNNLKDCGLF
GAA inhib – blocks human lysosomal alpha-glucosidase; P10253; purified human GAA, 4-MU-alpha-glucoside fluorescence; Potency, µM (series often up to 76.9 µM), inactives show at the highest dose activity change, negative = inhibition, most hits filed as inhibitors; hit rate 0.005% among 200,000; AID 1466;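 also: plate controls were uninhibited enzyme wells for no effect and no-enzyme background for full effect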
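Enzyme (4 nM final) mixed with compound (up to 77 uM), then 4-MU-alpha-D-pyranoside (400 uM final) added; 20 min at room temperature, pH 5.0. Reaction stopped at pH 10, fluorescence read, AC50 derived by Hill fit.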
KDM4E inh – blocks human JMJD2E demethylase activity; B2RXH2; JMJD2E catalytic domain, FDH-coupled NADH fluorescence (FDH is formaldehyde dehydrogenase); Potency, µM (top dose mostly 57.1 µM), without a hit: at the top dose activity change, negative = inhibition, actives largely listed as inhibitors; hit rate 1.6% among 230,000; AID 2147; active = well fitted inhibition curve with a large enough effect, not every such curve was filed as active; inconclusive = small, poorly fitted or top-dose-only effect, or another doubt; inactive = no such curve, though single readings can be large or run the other way;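 also: 0% = wells with enzyme and -100% = buffer wells without enzyme; nearly all actives have a fitted effect of over 50% in size; many of its hits are not listed in these tables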
Target sequence (B2RXH2 1-337 limits assumed): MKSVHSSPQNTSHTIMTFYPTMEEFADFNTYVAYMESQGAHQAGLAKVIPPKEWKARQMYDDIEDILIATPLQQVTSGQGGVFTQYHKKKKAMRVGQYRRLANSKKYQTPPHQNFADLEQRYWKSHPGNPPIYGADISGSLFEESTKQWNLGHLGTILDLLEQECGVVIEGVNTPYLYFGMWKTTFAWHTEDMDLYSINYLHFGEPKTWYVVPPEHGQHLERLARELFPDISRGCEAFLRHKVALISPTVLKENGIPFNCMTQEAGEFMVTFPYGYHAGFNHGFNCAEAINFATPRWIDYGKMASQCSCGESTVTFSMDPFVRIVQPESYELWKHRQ
* marks the source's active call; other numbers are inactive results; u = inconclusive; x = not tested or not shown; ! = a repeat was not active; [ ] = dose if it differs, or a comment. Unless noted, calls follow the shape of the dose curve; as a rule, active = well fitted curve in the direction sought with a large enough effect; inconclusive = small, poorly fitted or top-dose-only effect, or another doubt; inactive = no such curve, though single readings can be large; an effect the other way counts as inactive or inconclusive. Potency is read from the fitted curve at half-maximal effect.

SMILES | GAA glycogen mod | SMN2 splice up | ALDH1A1 block | GLA spleen mod | aGlu spleen mod | RGS12 GoLoco inh | GAA inhib | KDM4E inh
Cc1ccc(S(=O)(=O)/N=C/N(C)C)cc1 | 8% | 2% | 10% | 5% | -12% | 0% | u | 10%
O=C(c1c(Cl)cccc1Cl)N1CCN(c2ccccn2)CC1 | -2% | u | -8% | 6% | -6% | -8% | -1% | u
O=C(O)CSCC(=O)NCc1csc2ccc(Cl)cc12 | 2% | x | x | 1% | 8% | 10% | x | -6%
O=C(CN1C(=O)NC2(CCCc3ccccc32)C1=O)N1CCN(C(=O)c2ccco2)CC1 (configuration not stated) | 1% | 22% | -7% | -2% | -4% | 1% | -1% | 10%
OCC1CCCN(Cc2ccc(-c3ccccc3)cc2)C1 (configuration not stated) | -2% | -5% | -1% | -6% | -16% | 3% | -12% | 8%
COc1ccc(/C=N\NC(=O)COc2ccccc2Cl)cc1Cn1nc(C)cc1C | 6% | -34%[inhibitor] | -4% | 4% | 4% | -3% | 1% | -4%
COc1cc(CNC2CCCC2)cc(Cl)c1OCc1ccccc1Cl | 6% | -13% | 12% | 13% | -8% | 5% | 0% | -3%
O=S1(=O)N=C2CCCCCN2C(c2ccc(F)cc2)N1 (configuration not stated) | -6% | 14% | 4% | 0% | -7% | 1% | 10% | -7%
CCCn1nc(NC(=O)c2cccs2)c2cc3ccccc3nc21 | -16% | -22% | u | u | -6% | 12% | -2% | u
CC(Cc1n[nH]c(=S)o1)c1ccccc1 (configuration not stated) | -10% | 15% | 18µM* | 6% | -5% | 2% | x | -10%
Cc1ccc(-c2ccc(/C=N/c3ncn[nH]3)o2)cc1Cl | -2% | -5% | u | 6% | -7% | 17% | 2% | u
Cc1noc(C)c1C(=O)N1CCN(S(=O)(=O)c2cccc(Cl)c2Cl)CC1 | 2% | x | x | -1% | -8% | 0% | x | 9%
COC(=O)c1ccc(C(=O)OC)c(NC(=S)N2CCCC(CO)C2)c1 (configuration not stated) | 21% | 12% | -9% | 0% | 6% | -2% | 8% | u
Cc1ccc(N)c(C(O)(C(F)(F)F)C(F)(F)F)c1 | 10% | u | 6% | -1% | -7% | 0% | -1% | 6%
CCOC(=O)c1nnn2c3ccccc3c(=O)n(C)c12 | 8% | x | x | -2% | 1% | 6% | x | u
CC(C)CC(c1nnnn1CCc1ccccc1)N1CCN(C(=O)c2ccco2)CC1 (configuration not stated) | 4% | -2% | u | -4% | -8% | -1% | 3% | 0%
Cc1nc2ccccc2c2c1C(=O)N(C)C2=O | 4% | -9% | -3% | 1% | 5% | 4% | -13% | -2%
Cn1c(S(=O)(=O)c2ccc([N+](=O)[O-])cc2)nc(Br)c1Br | -6% | x | x | 3% | -3% | 5% | x | 11%
COc1ccccc1N1CCN(C(=O)C2c3ccccc3Oc3ccccc32)CC1 | -10% | -1% | u | 10% | 9% | -3% | -15% | u
COC(c1ccccc1)c1nnc(CCC(=O)N(C)CCc2ccccc2)o1 (configuration not stated) | 10% | x | 3% | -1% | 6% | -37% | 2% | 1%
CN(Cc1ccccc1)c1nc2nonc2nc1N1CCCC(CN2CCCC2=O)C1 (configuration not stated) | 5% | x | x | 4% | -12% | -11% | x | u
CCOC(=O)C1=C(CN2CCOCC2)NC(=O)NC1c1cc(C)ccc1C (configuration not stated) | 3% | 11% | u | 3% | 0% | 6% | 1% | 2%
COc1cccc(/C=N/Nc2nc(Nc3ccc([N+](=O)[O-])cc3)nc(N3CCCC3)n2)c1O | 2% | -53%[inhibitor] | 3% | -17% | -14% | -3% | -9% | u
N=c1sccn1CC(=O)Nc1ccccc1Cc1ccccc1 | 4% | -7% | u | -8% | 0% | 6% | -5% | 0%
Cc1nc2ccccc2n1CSc1ccccc1 | -1% | -71%[inhibitor] | u | 7% | 8% | 7% | -3% | 3%

Overlap with the part before: 2 compounds, then new ones.
SMILES | GAA glycogen mod | SMN2 splice up | ALDH1A1 block | GLA spleen mod | aGlu spleen mod | RGS12 GoLoco inh | GAA inhib | KDM4E inh
N=c1sccn1CC(=O)Nc1ccccc1Cc1ccccc1 | 4% | -7% | u | -8% | 0% | 6% | -5% | 0%
Cc1nc2ccccc2n1CSc1ccccc1 | -1% | -71%[inhibitor] | u | 7% | 8% | 7% | -3% | 3%
CCOc1ccccc1NC(=O)CCNC(=O)c1ccc(Cl)cc1 | 3% | -5% | 6% | -1% | 6% | -10% | 7% | -8%
COc1cccc(-c2ccc3c(N)c(C(=O)NC4CC4)sc3n2)c1 | -4% | x | x | -2% | -1% | -4% | x | u
Cc1ccc(S(=O)(=O)N(Cc2cc3cc4c(cc3[nH]c2=O)OCCO4)CC2CCCO2)cc1 (configuration not stated) | -5% | -4% | u | 5% | 2% | 5% | 6% | u
N#C/C(=C\c1cccnc1)c1nc2c(s1)CCCC2 | 7% | 13µM* | u | 13% | 2% | 9% | 1% | u
Cc1cc(C)cc(NC(=O)Cn2c(-c3ccccc3Cl)nc3ccccc32)c1 | 3% | 11% | -6% | -15% | 5% | -5% | -4% | 6%
O=C1N(Cc2ccc(F)cc2)CCN1c1ccc(F)cc1 | -16% | x | 14% | 4% | 3% | 4% | -1% | -3%
COC(=O)CN1C(=S)N(c2ccc(Cl)cc2)C(=O)C1CC(=O)Nc1ccccc1 (configuration not stated) | 0% | 5% | 6% | 1% | -10% | -1% | 1% | 6%
CCOc1cc2c(cc1OCC)C(C(=O)O)C(c1cc(Br)c(O)c(OC)c1)N(C)C2=O (configuration not stated) | -11% | 13% | u | -9% | 4% | -20% | -12% | -7%
O=C(NCCCN1CCOCC1)C(C(=O)NCCCN1CCOCC1)c1ncc(C(F)(F)F)cc1Cl | 12% | 14% | 4% | 0% | -8% | 7% | 1% | 1%
Cc1ccc(CSC2=CS(=O)(=O)c3ccccc3N2)cc1 | -4% | -24% | -6% | -1% | -12% | 6% | 3% | 9%
Cn1nc(N)c2c(-c3ccc(Cl)cc3)c(C#N)c(N)nc21 | 4% | -11% | 4% | 3% | 4% | -7% | 3% | -2%
c1ccc(Nc2cccc3c(Nc4ccccc4)cccc23)cc1 | u | x | x | u | 28% | 34%[activator] | u | u
N#Cc1cccc(NC(=O)COC(=O)CCc2nc3ccccc3c(=O)[nH]2)c1 | -5% | -35%[inhibitor] | 1% | 1% | 2% | 16% | -2% | 7%
O=C(c1ccc(Cl)cc1)c1c[nH]c(C(=O)C(Cl)(Cl)Cl)c1 | 2% | -8% | 8.9µM* | 9% | 4% | 6% | -13% | 5%
CC(C)(C#N)NC(=O)C(=O)c1c(-c2ccccc2)cc2ccccn12 | 3% | x | x | 9% | 0% | 10% | x | -4%
CC1Cc2ccccc2N1CC(=O)Nc1ccc2c(c1)OCO2 (configuration not stated) | -13% | -11% | -12% | 6% | 0% | 3% | 4% | 2%
CCC1CCCN1Cn1cnc2c([nH]c3ccc(Cl)cc32)c1=O (configuration not stated) | -3% | -22% | u | 1% | -9% | 4% | -7% | u
N#C/C(=C\c1ccc(OCc2ccccc2)cc1)C(N)=O | -5% | x | -14% | 1% | -2% | 14% | u | u
Cc1ccc(-n2c([O-])nc(-[n+]3ccccc3)c2C=O)cc1 | 10% | -6% | 8.9µM* | 1% | -1% | 1% | -6% | u
CCOC(=O)CCCNC(=O)CCCNC(=O)C(c1ccccc1)c1ccccc1 | 4% | -23% | 1% | -9% | 3% | 6% | 7% | 6%
C=CCC1CCCC(=O)N2CC[C@H](O)C12 (some centres not stated) | -5% | -10% | 5%[120 µM] | -7%[181 µM] | 4%[181 µM] | 5%[136 µM] | 4% | 2%
CCOC(=O)c1nc(-c2ccc(OC)c(OC)c2)cnc1C#N | -7% | 21% | 1% | 3% | -2% | 6% | -7% | -16%
CCN(CCn1cccn1)C(=O)c1cc(COc2c(F)cccc2F)on1 | -10% | -6% | 9% | 10% | 8% | 15% | -2% | -1%
COc1cc(CN2CCN(Cc3ccc(C)cc3)C(CCO)C2)cc(OC)c1O (configuration not stated) | u | x | 0% | -1% | -1% | 5% | 7% | 22%
CCOc1[nH]n(-c2ccccc2)c(=O)c1C=NCc1cccnc1 | 5% | -2% | -2% | -4% | x | -8% | 0% | 2%

3 records picked at random from the list so far, as already listed:
SMILES | GAA glycogen mod | SMN2 splice up | ALDH1A1 block | GLA spleen mod | aGlu spleen mod | RGS12 GoLoco inh | GAA inhib | KDM4E inh
CCOc1ccccc1NC(=O)CCNC(=O)c1ccc(Cl)cc1 | 3% | -5% | 6% | -1% | 6% | -10% | 7% | -8%
COC(=O)CN1C(=S)N(c2ccc(Cl)cc2)C(=O)C1CC(=O)Nc1ccccc1 (configuration not stated) | 0% | 5% | 6% | 1% | -10% | -1% | 1% | 6%
C=CCC1CCCC(=O)N2CC[C@H](O)C12 (some centres not stated) | -5% | -10% | 5%[120 µM] | -7%[181 µM] | 4%[181 µM] | 5%[136 µM] | 4% | 2%

Other entries follow.
SMILES | GAA glycogen mod | SMN2 splice up | ALDH1A1 block | GLA spleen mod | aGlu spleen mod | RGS12 GoLoco inh | GAA inhib | KDM4E inh
O=C(CN1CCCCC1)Nc1cccc(Br)c1 | 4% | 20% | 7% | 2% | -2% | 1% | 2% | 9%
C=C(CC)C(=O)c1ccc(OCC(=O)O)c(Cl)c1Cl | 2% | -4% | 14µM*! | 10% | 16% | -20% | -14%[15.4 µM] | -10%
COc1ccc(OCCn2c(=N)n(CCO)c3ccccc32)cc1 | 7% | -8% | 0% | 6% | 1% | -9% | 1% | 3%
COc1cccc(-c2nc(NC3CCNCC3)c3ccccc3n2)c1 | x | x | 32µM* | 5% | -5% | -1% | x | x
CN(/N=C/c1ccco1)C1=NS(=O)(=O)c2ccccc21 | 7% | -28% | u | -4% | -6% | 17% | 10% | u
Cc1ccccc1OCC(=O)Nc1sc2c(c1C#N)CCC2 | 0% | -20% | -7% | 8% | 5% | 18% | 1% | 4%
Cc1nn(-c2ccc(F)cc2)c2sc(C(=O)O)cc12 | -4% | 3% | 5% | -7% | -8% | 19% | -2% | -29%
Cc1ccc(N=C2NC(=O)CC(C(=O)Nc3ccc4c(c3)OCO4)S2)cc1 (configuration not stated) | 4% | 8% | u | -16% | -15% | 9% | 2% | -1%
Cc1ccc(NC(=O)C2C3CCCC2C3c2ccccc2)c(C)c1 (configuration not stated) | 11% | -2% | 12% | -4% | -12% | -7% | -2% | 12%
COc1cc(C2C3=C(CC(C)(C)CC3=O)NC3=C2C(=O)c2ccccc23)ccc1O (configuration not stated) | u | 10% | u | -3% | 3% | 40%[activator] | 4% | 6%

The list is partial, so the mix of outcomes need not match the whole.
